Bioassay records (PubChem)
HCV inhibitor – blocks hepatitis C virus | Huh7.5.1 HCVcc-Cre infection, luciferase reporter, 44 h | Potency, µM (doses to about 41.8 µM), for inactives: top-dose activity change, negative = inhibition, usual class: inhibitors | 3.4% of 340,000 active | AID 651820; also: potency is read from the fitted curve at half-maximal effect
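Luciferase read-out (15 sec integration) after a 15 min room-temperature substrate step quantifies HCVcc-Cre infection. Cells, 1,000 per well, had compound added 4 h post-plating, then virus at ~0.5 moi, and were cultured 44 h.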
Tb PYK inh – inhibitors of Trypanosoma brucei pyruvate kinase; Q57TT1; TbPYK enzyme, Kinase-Glo Plus ATP luminescence, 45 min; Potency, µM (highest dose often 76.8 µM), for inactives: at the top dose activity, negative = inhibition, most hits filed as inhibitors; 0.12% of 410,000 active; AID 624173; also: potency is read from the fitted curve at half-maximal effect; nearly all actives have a fitted effect of over 50% in size
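Readout: single end-point luminescence (Kinase-Glo Plus, 10 min). Reaction conditions were TbPYK/substrate plus 130 uM ADP, 45 min at RT, pH 7.2 TEA buffer. No-enzyme wells served as controls, and data were normalized before concentration-response fitting.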
AMA1 RON2 block – AMA1-RON2 (P. falciparum) interaction inhibition; AlphaScreen AMA1-biotinylated RON2 peptide binding; Potency, µM (titrated, usually from 58.2 µM), for inactives: at the highest dose activity change, negative = inhibition, usual class: inhibitors; 0.2% of 360,000 active; AID 720542;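 also: potency is read from the fitted curve at half-maximal effect; 0% = vehicle wells and -100% = peptide control; nearly all actives have a fitted effect of over 45% in size; some results filed as inactive show a strong effect at the top dose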
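AMA1 (3D7) with his tag at 25 nM final met compounds first, then biotinylated RON2 peptide at 25 nM; detection used donor plus acceptor beads, 10 µg/mL apiece, read by AlphaScreen after 30 min at room temperature.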
HCMV antiviral – blocks human cytomegalovirus replication. HFF cells, HCMV-luciferase reporter, 72 h; active compounds read low. activity change, negative = inhibition, % at 57.5 µM. 4.5% of 410,000 active; in the data active = activity change below about -60%; inconclusive = no clear call, values can overlap the other calls; inactive = above about -39%
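Two compound doses tested in HFFs infected with HCMV-luciferase, MOI 1 PFU/cell, 72 h at 37C. Lysate luminescence read with OneGlo; data normalized against buffer-only and 10uM Salinomycin inhibitor controls.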
AmpC inh no detg – AmpC beta-lactamase inhibition without detergent; P00811; Potency, µM (highest dose often 57.1 µM), for inactives: at the highest dose activity change, negative = inhibition, usual class: inhibitors; AmpC nitrocefin hydrolysis, absorbance 480 nm, 0.0001% Triton; 0.52% of 330,000 active; AID 485341;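 also: potency is read from the fitted curve at half-maximal effect; plate controls were no compound for no effect and no enzyme for full effect; nearly all actives have a fitted effect of over 20% in size; some results filed as inactive show a strong effect at the top dose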
Target sequence (P00811 whole entry, looked up): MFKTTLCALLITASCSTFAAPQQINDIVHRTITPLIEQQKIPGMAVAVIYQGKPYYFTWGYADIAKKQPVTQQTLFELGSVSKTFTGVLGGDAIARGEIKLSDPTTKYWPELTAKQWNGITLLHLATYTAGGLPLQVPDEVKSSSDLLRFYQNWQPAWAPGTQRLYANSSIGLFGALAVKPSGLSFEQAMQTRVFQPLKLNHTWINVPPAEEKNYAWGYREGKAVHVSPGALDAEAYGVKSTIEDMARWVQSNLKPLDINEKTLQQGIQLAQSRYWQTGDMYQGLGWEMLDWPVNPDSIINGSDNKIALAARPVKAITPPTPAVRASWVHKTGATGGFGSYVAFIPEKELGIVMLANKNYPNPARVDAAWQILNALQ
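20 mM phosphate pH 7.0 + 0.01% (detergent screen) or 0.0001% Triton X-100; 5.3 nM AmpC reagent; cpd preinc 15 min RT; nitrocefin (800 uM stock) to start; A480 q20 s × 4 min; Activity was normalised to no-enzyme and no-compound control wells.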
AmpC inh detg – AmpC beta-lactamase inhibition with detergent present; AmpC hydrolysis of nitrocefin, absorbance 480 nm, 0.01% Triton; Potency, µM (titrated, usually from 114 µM), for the others: top-dose activity change, negative = inhibition, hits mostly inhibitors; 0.041% of 370,000 active; P00811;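 also: potency is read from the fitted curve at half-maximal effect; 0% = no-compound wells and -100% = no-enzyme wells; nearly all actives have a fitted effect of over 25% in size; some results filed as inactive show a strong effect at the top dose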
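AmpC (5.3 nM in the dispensed reagent) in 20 mM phosphate pH 7.0 with 0.01% (detergent screen) or 0.0001% Triton X-100 was preincubated with compounds for 15 min at room temperature. Nitrocefin was then added from an 800 uM solution, and hydrolysis was followed at 480 nm.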
LmPK inh – LmPK (Leishmania mexicana) enzyme inhibition. Q27686. purified LmPK, Kinase-Glo ATP luminescence, 1 h. Potency, µM (series often up to 57.5 µM), for inactives: at the highest dose activity change, negative = inhibition, usual class: inhibitors. 0.37% of 290,000 active; also: potency is read from the fitted curve at half-maximal effect
Target sequence (Q27686 whole entry, looked up): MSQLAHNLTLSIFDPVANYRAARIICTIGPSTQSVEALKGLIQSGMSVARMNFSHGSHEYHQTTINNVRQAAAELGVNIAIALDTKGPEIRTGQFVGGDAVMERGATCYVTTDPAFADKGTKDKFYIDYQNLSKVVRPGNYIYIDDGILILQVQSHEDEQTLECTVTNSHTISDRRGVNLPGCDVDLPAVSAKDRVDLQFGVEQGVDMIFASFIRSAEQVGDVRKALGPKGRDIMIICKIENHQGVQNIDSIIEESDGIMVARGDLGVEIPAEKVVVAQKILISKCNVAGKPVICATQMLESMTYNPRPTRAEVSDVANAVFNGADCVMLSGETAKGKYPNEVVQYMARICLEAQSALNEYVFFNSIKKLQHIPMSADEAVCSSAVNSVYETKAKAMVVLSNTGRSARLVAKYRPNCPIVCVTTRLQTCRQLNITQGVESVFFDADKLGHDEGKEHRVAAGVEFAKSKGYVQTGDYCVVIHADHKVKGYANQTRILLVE
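qHTS format; LmPK 0.1 nM; substrates PEP 0.5 mM and ADP 0.1 mM. One-hour room-temperature incubation, then coupled luciferase luminescence; 0.5 nM enzyme wells mark activation.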
Numbers without * were called inactive; ? = inconclusive; nt = not tested or not shown; & = joins results of further samples; ! = not confirmed by another sample; [ ] = dose if it differs, or a comment. Unless noted, calls follow the shape of the dose curve; as a rule, active = well fitted curve in the direction sought with a large enough effect; inconclusive = small, poorly fitted or top-dose-only effect, or another doubt; inactive = no such curve, though single readings can be large; an effect the other way counts as inactive or inconclusive. Unless noted, % is scaled to controls: 0 for no effect and ±100 for the full control effect.

Results follow in this order: HCV inhibitor	Tb PYK inh	AMA1 RON2 block	HCMV antiviral	AmpC inh no detg	AmpC inh detg	LmPK inh
CCOC(=O)c1cnc2c(C#N)cnn2c1N
 : 3%	0%	31%[activator]	21	-11%	-6%	1%
CCC(C)N(C(=O)COC(=O)CCc1c[nH]c2ccccc12)C1CCS(=O)(=O)C1 (stereo not drawn)
 : 17%	-15%	-7%	-15	57%	-9%	3%
CCc1nnc(NC(=O)CSc2ccc(-c3cccs3)nn2)s1
 : 33%[activator]	3%	13%	28	-25%	3%	0%
Cc1cccc(N(C)S(=O)(=O)c2ccc(-c3cc(C)no3)s2)c1
 : -22%	4%&1%	24%	-74*!	-13%	-15%&10%	4%
COc1ccc(S(=O)(=O)NCC2CCC(C(=O)NCCC(C)C)CC2)cc1 (stereo not drawn)
 : 14%	-9%	-17%	44	3%	?	-1%
CCC(=O)C1=C(O)C(c2cccc(Oc3ccccc3)c2)CCC1=O (stereo not drawn)
 : 4%	-5%	3%	8	-48%	-7%	1%
N#Cc1cc2c(nc1SC1CC(=O)N(c3ccccc3)C1=O)CCC2 (stereo not drawn)
 : 45%[activator]	-1%	11%	nt	-17%	?	3%
COCCNC(=S)NNC(=O)CSCc1ccc(Cl)cc1Cl
 : ?	?	49%[activator]	-9	-11%[2.29 µM]	-2%	4%
CCOc1ccc(/C=N/NC(=O)c2cc(-c3cccn3C)n[nH]2)cc1
 : -12%	3%	17%	-6	-48%	5%	1%
CCOc1cc(C2Nc3ccccc3C(=O)N2c2ccccc2)ccc1O (stereo not drawn)
 : 10%	-2%	-2%	?	-38%	?	12%

Next part; the last 4 above are carried over.
Results follow in this order: HCV inhibitor	Tb PYK inh	AMA1 RON2 block	HCMV antiviral	AmpC inh no detg	AmpC inh detg	LmPK inh
N#Cc1cc2c(nc1SC1CC(=O)N(c3ccccc3)C1=O)CCC2 (stereo not drawn)
 : 45%[activator]	-1%	11%	nt	-17%	?	3%
COCCNC(=S)NNC(=O)CSCc1ccc(Cl)cc1Cl
 : ?	?	49%[activator]	-9	-11%[2.29 µM]	-2%	4%
CCOc1ccc(/C=N/NC(=O)c2cc(-c3cccn3C)n[nH]2)cc1
 : -12%	3%	17%	-6	-48%	5%	1%
CCOc1cc(C2Nc3ccccc3C(=O)N2c2ccccc2)ccc1O (stereo not drawn)
 : 10%	-2%	-2%	?	-38%	?	12%
CCOC(=O)CSc1nc(C2CC2)cc(-c2ccc(F)cc2)c1C#N
 : -30%	3%	44%[activator]	-21	-17%	-10%	3%
COc1ccccc1Oc1ccc(S(=O)(=O)NCc2ccccn2)cc1
 : ?	-6%	28%	?	-11%	?	-2%
Cc1ccc(C)c(NC(=O)CCN2CCc3ccccc3C2)c1
 : 3%	-12%	-9%	-25	42%	0%	4%
COc1ccc(Nc2nnc(SCc3cc([N+](=O)[O-])cc4c3OCOC4)s2)cc1
 : 13%	-11%	0%	-7	-14%	-3%	6%
Cc1cc(C)cc(NC(=O)N2CCC(c3nc4ccccc4o3)CC2)c1
 : -25%	4%	-12%	-27	12%	3%	0%
Cc1ccc(SCCC(=O)NC(C)(C)C)cc1
 : -17%	-6%	10%	68	3%	-1%	4%
O=C(NCC(c1cccs1)N1CCOCC1)c1cc([N+](=O)[O-])ccc1Cl (stereo not drawn)
 : 0%	-7%	5%	19	-11%	-4%	7%
O=C(NCCN1CCOCC1)c1cccc(S(=O)(=O)Nc2ccc(F)cc2)c1
 : 3%	3%	12%	-9	-35%	-13%	nt
CCOc1ccc(C(=O)N(Cc2ccc(OC)cc2)Cc2cc3cc(OC)ccc3[nH]c2=O)cc1
 : ?	1%	9%	-6	-20%	?	2%
CCc1ccccc1NC(=O)C(C)n1nc(-c2ccc(C)c(C)c2)ccc1=O (stereo not drawn)
 : nt	-2%	nt	-6	nt	2%	nt
COc1cc(C(=O)Nc2ccc(C(N)=O)cc2)c([N+](=O)[O-])cc1OC
 : 14%	1%	4%	-25	7%	0%	18%
COC(=O)C1=C(CS(=O)(=O)c2ccc(OC)cc2)NC(=O)NC1c1ccccc1 (stereo not drawn)
 : 8%	0%	-8%	-22	-4%	-9%	-1%
O=C(Nc1c(-c2ccc3c(c2)OCO3)[nH][nH]c1=O)c1ccc2c(c1)OCO2
 : nt	-5%	-10%	3	nt	nt	nt
Cc1ccc(CNc2nc3c(S(=O)(=O)c4ccccc4)nnn3c3ccsc23)cc1
 : nt	4%	nt	29	nt	17%	nt
CC1CN(C(=O)CCC(=O)NCc2ccccn2)c2ccccc2O1 (stereo not drawn)
 : 6%	0%	8%	-8	35%	?	-2%
O=C(NCCCO)C(=O)Nc1cc2c3c(c1)CCN3C(=O)CC2
 : 7%	0%	1%	0	-3%	-11%	-4%
COc1cccc(CNC(=O)C(=O)NCC2CCCO2)c1 (stereo not drawn)
 : 13%	3%	0%	68	-3%	1%	-1%
NS(=O)(=O)c1ccc(CCNC(=O)/C=C/c2cccc([N+](=O)[O-])c2)cc1
 : -15%	-3%	1%	?	-24%	-3%	-2%
O=C(COC(=O)c1ccc(F)cc1F)Nc1ccc2c(c1)OCO2
 : nt	-3%	10%	7	nt	nt	nt
Cc1nn2c(-c3cccc(NC(=O)c4ccc(Cl)cc4)c3)nnc2c2ccccc12
 : nt	5%	nt	-29	nt	-4%	nt
COc1ccc(OC)c(NC(=O)CSc2nc(C)cs2)c1
 : 25µM*	-8%	-5%	32	-25%	?	-4%
O=C1N2CCCc3cccc(c32)C12Nc1ccccc1S2 (stereo not drawn)
 : -2%	-15%	3%	-14	-13%	-2%	4%
CCSc1nc(C)c(C)c(=O)[nH]1
 : 17%	-1%	-1%	32	-7%	-11%	0%
COCCCN(C(=O)C1CCCCC1)c1c(N)n(Cc2ccccc2)c(=O)[nH]c1=O
 : 36%[activator]	0%	-1%[11.6 µM]	?	-15%	nt	nt
COCc1cc(=O)[nH]c(SCCS(=O)(=O)c2ccc(C)cc2)n1
 : 12%	-15%	-11%	13	-16%	-5%	6%
Cn1c(=O)[nH]c2c(c(C(=O)O)nn2C)c1=O
 : 7%	3%	5%	22	nt	nt	nt
O=C(CCC1CCCC1)NCCS(=O)(=O)N1CCN(c2ccccc2F)CC1
 : -2%	2%	2%	-24	26%	-7%	nt
Cc1ccc(OCc2cc(C(=O)N(C)CCn3ccnc3C)no2)cc1C
 : nt	-8%	4%	21	nt	nt	nt
CC(C)COc1cccc(C(=O)N2CCN(C(=O)c3ccco3)CC2)c1
 : -1%	-9%	0%	-20	23%	?	nt
COc1ccc(Nc2nc(-c3sc(N)nc3C)cs2)cc1
 : ?	4%	70%[activator]	139	-16%	-2%	-8%
CCCCn1c(SCC(=O)OCC)nnc1-c1ccoc1C
 : 11%	-2%	-11%	14	29%	2%	7%
COC(=O)c1ccc(OC(C)C(=O)c2ccc(C)cc2)cc1 (stereo not drawn)
 : 13%	-8%	24%	47	-9%	?	2%
CCN1C[C@@H]2[C@@H]3C(=O)N(Cc4ccccc4)C(=O)[C@@H]3[C@](Cc3ccccc3)(C1=O)N2C(=O)c1ccc(C(C)(C)C)cc1
 : 4%	2%	-1%	5	nt	nt	nt
CCCn1nnc(NC(=S)NC(=O)C(C)(C)C)n1
 : 16%	-11%	4%[2.32 µM]	?	-13%	?	-5%
CCN(CC)c1ccc(NC(=O)COc2ccc(C)cc2)cc1
 : -10%	-13%	-25%	26	-7%	-6%	3%
CCOC(=O)c1sc(=S)n(C)c1NC(=O)c1cccc(Br)c1
 : -3%	-15%	-3%	-28	-29%	0%	3%
CCOC(=O)c1cccc(C2=C(CNC(=O)c3nccs3)[C@H]3CC[C@@H](C2)N3Cc2ccccc2)c1
 : nt	4%	9%	-23	nt	nt	nt
CN1CCC(N(C)C(=O)CCc2nc3ccccc3c(=O)[nH]2)CC1
 : 14%	-1%	5%	-2	90%	-10%	0%
COCCCn1c(SCC(=O)N2CCOCC2)nc2ccccc2c1=O
 : -9%	0%	-13%	-11	-2%	-6%	-1%
Cc1cc(NC(=O)c2ccc(Br)cc2)nc(C)n1
 : -1%	-2%	-1%	-5	5%	0%	-14%
O=C(Nc1ccccc1-c1ccccc1)c1ccco1
 : ?	1%	-13%	-11	-4%	-13%	-1%
COc1cc(CN2CCCN(C)CC2)cc([N+](=O)[O-])c1O
 : 26%	-17%	0%	24	-15%	-14%	2%
COc1ccc(NC(=O)Cn2ncc3c2-c2ccccc2OC3)cc1Cl
 : nt	2%	nt	-12	nt	2%	nt
CCNS(=O)(=O)c1ccc(NC(=O)c2ccc(Cn3cc([N+](=O)[O-])cn3)o2)cc1
 : -25%	-1%	-2%	2	?	0%	5%
CC(C(=O)Nc1ccccc1)N(C)Cc1cccs1 (stereo not drawn)
 : 6%	-3%	-1%	-4	-18%	?	-1%
COc1ccc(S(=O)(=O)C(C#N)c2nc3ccccc3nc2N2CCCC(C)C2)cc1 (stereo not drawn)
 : 1%&-1%	-13%	-13%	73	-32%	?	4%
COc1cc(S(=O)(=O)NCC2OCCc3ccccc32)ccc1-n1cnnn1 (stereo not drawn)
 : -4%	0%	2%	-30	2%	-7%	1%
Cn1c(SCc2cc(=O)c3cc(Cl)ccc3[nH]2)nnc1-c1ccccc1
 : nt	4%	nt	-35	nt	-1%	nt
COC(=O)c1cc(NC(=O)C2CC(=O)NC(=NCc3ccc(OC)cc3)S2)cc(C(=O)OC)c1 (stereo not drawn)
 : -9%	4%	-18%	-12	0%	-7%	0%
CCC1Nc2ncnc(N3CCCCC3)c2N(Cc2ccc(OC)cc2)C1=O (stereo not drawn)
 : 0%	-4%&-12%	3%&-1%	-16&-14	56%	nt	nt

Carrying on.
Results follow in this order: HCV inhibitor	Tb PYK inh	AMA1 RON2 block	HCMV antiviral	AmpC inh no detg	AmpC inh detg	LmPK inh
COc1ccccc1Cn1c(-c2ccco2)nc2nc3ccccc3nc21
 : 1%	1%	-1%	46	nt	nt	nt
Cc1onc(-c2ccccc2)c1C(=O)NCc1ccc(F)cc1
 : -16%	0%	24%	-11	nt	nt	nt
O=C(CCc1ccccc1)NCc1cccnc1
 : 15%	1%	-14%	-12	-12%	0%	-7%
CCOC(=O)c1ccc(N2C(=O)C3ON(c4ccccc4)C(c4ccco4)C3C2=O)cc1 (stereo not drawn)
 : 10%	-4%	-3%	nt	-13%	?	10%
CCCCN(C)CCNC(=O)C1CCN(S(=O)(=O)c2cccc3nsnc23)CC1
 : 2%	-1%	6%	40	-5%	2%	-1%
